RNase H inhibition – RNase H inhibition, HIV 1 Gag Pol polyprotein, FRET biochemical assay, screening (AID 372); HIV-1 RT RNase H, FRET RNA/DNA substrate fluorescence; higher % means a stronger effect; inhibition, % at 10 µM; hits with a dose series show IC50 in µM; 100,000 tested, 0.77% active; in the data active = inhibition above about 50%
* marks the source's active call; other numbers are inactive results.

SMILES | RNase H inhibition
COc1cc(CN2CCN(Cc3ccc(Cl)cc3)CC2)c([N+](=O)[O-])cc1OC | 1%
Cc1ccc(OCC(=O)N2CCC(C(N)=O)CC2)c(Br)c1 | 8%
O=C(NN1C(=O)/C(=C/c2ccc(Cl)cc2Cl)SC1=S)c1ccccc1Cl | 17%
CCN(CC)c1ccc(/C=C2/SC(=S)N(CN3CCCCC3)C2=O)cc1 | 25%
Cc1ccc(S(=O)(=O)N=C2C=C(C(C)C)C(=O)C(C(C)C)=C2)cc1 | 2%
O=C(Nc1ccc(Cl)c(C(F)(F)F)c1)c1ccc(I)cc1 | 20%
CC(C)(C)C1CCc2c(sc(NC(=O)C3CCCO3)c2C(N)=O)C1 (stereo not drawn) | 6%
Cc1ccc(OCC(=O)Nc2ccc(I)cc2)cc1 | 9%
CCCCC1(C)OC(=O)C(=Cc2ccc(-c3ccc(C(=O)OC)cc3)o2)C(=O)O1 (stereo not drawn) | 18%
C=CCNC(=O)COc1cc(C)c(Cl)c(C)c1 | 18%
COc1cc(NC(=O)c2ccc(Br)cc2)cc(OC)c1 | 0%
O=C(c1cc(Cl)cc(Cl)c1)n1ccnc1 | 5%
O=C(CN(c1ccc([N+](=O)[O-])cc1)S(=O)(=O)c1ccccc1)N1CCN(Cc2ccccc2)CC1 | 2%
CCOc1cc(/C=N/NC(=O)CSc2nc3ccccc3n2Cc2ccccc2)ccc1O | 30%
CCCCNCCCCCOc1cccc(OC)c1 | 0%
CS(=O)(=O)N(CC(N)=O)c1cccc(Cl)c1 | 2%
COc1cc(C(=O)N2CCN(C3CCCCCC3)CC2)cc(OC)c1OC | 5%
Cc1ccc(C(=O)NC(=S)Nc2ccc(-c3nc4ccccc4o3)cc2)cc1C | 20%
Cc1sc2nc(SCC(=O)NCCCO)n(-c3ccccc3)c(=O)c2c1C | 5%
Cc1ccc(/C=C2\CCC/C(=C\c3ccc(C)o3)C2=O)o1 | 19%
Cc1ccccc1C=Nc1cccc([N+](=O)[O-])c1 | 10%
O=C(N/N=C\c1cccc([N+](=O)[O-])c1O)c1cnccn1 | 2%
Cc1onc(-c2ccccc2)c1C(=O)Nc1cccc(Oc2ccccc2)c1 | 15%
CC(C)CN1C(=O)c2ccc(C(=O)Nc3ccccc3O)cc2C1=O | 14%
COc1ccc(S(=O)(=O)Nc2ccc3ccccc3c2)cc1Br | 15%
COc1ccc(C=NN2CCN(Cc3ccc(C)cc3C)CC2)cc1Br | 8%
CCCC1=NN(c2ccc([N+](=O)[O-])cc2)C(=O)/C1=C\c1ccc(F)cc1 | 0%
CC(O)CP(=O)(c1ccccc1)c1ccccc1 (stereo not drawn) | 5%
C/C(=N\N=C1\NC(=O)C(CC(=O)NCc2ccccc2)S1)c1ccco1 (stereo not drawn) | 1%
CCCOc1c(Cl)cc(/C=C2/NC(=S)NC2=O)cc1OC | 29%
COc1ccc(CCN2C(=O)CSC2c2ccc(Cl)cc2Cl)cc1OC (stereo not drawn) | 15%
CCn1c2ccccc2c2cc(C=Nc3ccc(Br)c(Cl)c3)ccc21 | 23%
O=C(Cc1ccccc1)N/N=C/c1cc(I)cc(I)c1O | 7%
CCOC(=O)C1=C(C)N=c2s/c(=C\c3ccc(OCc4cccc5ccccc45)c(OC)c3)c(=O)n2C1c1ccc(OC)c(OC)c1 (stereo not drawn) | 55%*
CCOC(=O)c1c(NC(=O)C(C)(C)C)sc(C(=O)Nc2cccc(Cl)c2C)c1C | 0%
COc1cc2cc(=O)n(Cc3ccccc3)c(C)c2cc1OC | 13%
CCOc1ccc2ccccc2c1/C=C(\C#N)C(=O)NCc1ccco1 | 24%
COc1ccc(-c2nc3cc(NC(=O)c4ccc(C)c(C)c4)ccc3o2)cc1 | 11%
COc1cc(CN=Cc2c(O)n(-c3cc(OC)ccc3OC)c(=O)[nH]c2=O)cc(OC)c1 | 6%
Cc1cc([N+](=O)[O-])nn1C(=O)c1nn(C)cc1Br | 2%
Cc1ccccc1OCCCN1CCC(C)CC1 | 34%
COC(=O)c1ccc(/C=N/Nc2nc(-c3ccc(Br)cc3)cs2)cc1 | 36%
CCOC(=O)c1ccc(-c2ccc(/C=C3\C(=O)NC(=O)C(C#N)=C3C)o2)cc1 | 22%
CC(/C=C(\NC(=O)c1ccccc1)C(=O)N/N=C/c1cccc(Br)c1)=C\c1ccccc1 | 13%
O=C1N/C(=N/N=C/c2ccc(O)cc2)SC1Cc1ccc(Cl)cc1 (stereo not drawn) | 19%
COC(=O)C1=C(C(=O)OC)SC(=C2C(=S)C(C)(C)Nc3cc(C)ccc32)S1 | 22%
COc1ccc(C(=O)Nc2ccc(S(=O)(=O)Nc3cc(C)on3)cc2)cc1 | 4%
COc1ccc(OCC(=O)Nc2ccc(I)cc2C)cc1 | 16%
Cc1cc(C)cc(NC(=O)c2ccc(-c3ccccc3)cc2)c1 | 3%
CCOc1cc(C2C(C(=O)OC3CCCCC3)=C(C)NC3=C2C(=O)CC(c2ccccc2)C3)cc(Cl)c1O (stereo not drawn) | 8%
COc1ccccc1CNS(=O)(=O)c1ccc(C)cc1 | 0%
CCN1C(=O)/C(=C/c2ccc(OCCOc3ccc(Cl)c(C)c3)c(OC)c2)SC1=S | 1%
Cc1cc(I)ccc1NC(=O)c1sc2ccccc2c1Cl | 5%
CCCOC(=O)C1=C(C)NC2=C(C(=O)CC(c3ccccc3)C2)C1c1ccc2c(c1)OCO2 (stereo not drawn) | 0%
O=C(CCCCC(=O)NN=Cc1ccc(O)cc1)NN=Cc1ccc(O)cc1 | 7%
Nc1cccc(-c2cc(C(=O)O)c3ccccc3n2)c1 | 0%
COc1ccc(C2C(C(=O)c3cccs3)=C(O)C(=O)N2c2nncs2)cc1OC (stereo not drawn) | 32%
CCC(=O)Nc1nonc1-c1nc2ccccc2n1Cc1cccc2ccccc12 | 19%
COc1cc(Br)c(Br)c(/C=N\NC(=O)c2ccccc2Cl)c1O | 4%
O=S(=O)(N/N=C/c1ccccc1)c1cc(Cl)ccc1Cl | 9%

Reformatted as tab-separated lines: entries from further up.
canonical_smiles	RNase H inhibition
O=C(CCCCC(=O)NN=Cc1ccc(O)cc1)NN=Cc1ccc(O)cc1	7%
COc1ccc(C(=O)Nc2ccc(S(=O)(=O)Nc3cc(C)on3)cc2)cc1	4%
COc1cc(Br)c(Br)c(/C=N\NC(=O)c2ccccc2Cl)c1O	4%
COc1ccccc1CNS(=O)(=O)c1ccc(C)cc1	0%
COC(=O)C1=C(C(=O)OC)SC(=C2C(=S)C(C)(C)Nc3cc(C)ccc32)S1	22%
CCOC(=O)c1ccc(-c2ccc(/C=C3\C(=O)NC(=O)C(C#N)=C3C)o2)cc1	22%
COc1ccc(OCC(=O)Nc2ccc(I)cc2C)cc1	16%

Further records
SMILES | RNase H inhibition
O=C1/C(=C\c2ccc(O)cc2)SC(=S)N1c1ccc(Cl)cc1 | 36%
COc1ccc(/C=C2\C=C(c3ccc(Cl)cc3)OC2=O)cc1[N+](=O)[O-] | 30%
COC(=O)c1c(NC(=O)C(C)C)sc2c1CCCC2 | 2%
O=C(O)/C=C/C(=O)NNC(=O)c1ccccc1O | 9%
COc1cc(C2NC(=O)NC(C)=C2C(=O)OCC(F)(F)F)cc(OC)c1OC (stereo not drawn) | 12%
O=C1OC(c2ccccc2)=C/C1=C/N1CCOCC1 | 8%
O=C1c2cccc3c(N4CCCCC4)ccc(c23)C(=O)N1c1ccc(Cl)cc1 | 18%
COc1ccc(NC(=O)C2CC(=O)N(c3ccc(F)cc3)C2)c(OC)c1 (stereo not drawn) | 0%
O=C1NC(=S)N/C1=C\c1ccccc1 | 16%
CC(/C=C/C=C/c1ccccc1)=N\NC(=O)C(O)c1ccccc1 (stereo not drawn) | 3%
C=CCOc1c(I)cc(/C=c2\sc3n(c2=O)C(c2ccccc2Cl)C(C(=O)OCC)=C(C)N=3)cc1OC (stereo not drawn) | 20%
CCC1=NN2C(=N)/C(=C/c3ccc(OCCOc4cccc(OC)c4)cc3)C(=O)N=C2S1 | 6%
O=C(Nc1ccc(O)c(-c2nc3ccccc3o2)c1)c1ccccc1F | 16%
O=[N+]([O-])c1cc([N+](=O)[O-])c(Nc2ccc(Cl)cc2)nc1Nc1ccc(Cl)cc1 | 0%
CCOc1cc(C(=O)NC(=S)Nc2ccc(C(C)=O)cc2)cc(OCC)c1OCC | 5%
CCOc1ccc(C2C(C(=O)OCc3ccccc3)=C(C)NC3=C2C(=O)CC(c2ccccc2)C3)cc1OC (stereo not drawn) | 10%
COc1cccc(C=Nc2ccc(C)c(F)c2)c1O | 2%
CC(C)c1ccc(NC(=O)C(=O)NCCO)cc1 | 7%
CCOC(=O)c1ccc(NC(=O)Cc2ccccc2OC)cc1 | 8%
O=C1c2ccccc2-c2nc3ccc([N+](=O)[O-])cc3nc21 | 0%

3 entries from above, ordered by formula weight, low to high.
SMILES | RNase H inhibition
O=C1NC(=S)N/C1=C\c1ccccc1 | 16%
O=C1/C(=C\c2ccc(O)cc2)SC(=S)N1c1ccc(Cl)cc1 | 36%
CCC1=NN2C(=N)/C(=C/c3ccc(OCCOc4cccc(OC)c4)cc3)C(=O)N=C2S1 | 6%

(continued)
SMILES | RNase H inhibition
Cc1ccccc1N=Cc1ccc(OCc2ccccc2)cc1 | 6%
NC(=S)n1[nH]c(-c2ccc([N+](=O)[O-])cc2)c(N=Nc2ccc(O)cc2)c1=O | 19%
C=CCNC(=O)CN(c1cccc2ccccc12)S(C)(=O)=O | 6%
CCCCOC(=O)c1ccc(NC(=O)Nc2ccc(OC)c(OC)c2)cc1 | 11%
C=CCOc1c(Br)cc(/C=C2\C(=O)NC(=O)N(c3ccccc3)C2=O)cc1OC | 6%
Cc1ccc2nc(/C(C#N)=C/c3cccc(Br)c3)[nH]c2c1 | 7%
Cc1onc(-c2ccccc2)c1C(=O)NCCNc1c(Cl)cccc1[N+](=O)[O-] | 0%
CC1C(c2ccc(Cl)cc2)NC(c2ccc(Cl)cc2)C(C)C1O (stereo not drawn) | 7%
O=C(NCc1ccc(Cl)cc1Cl)C(=O)N/N=C/c1ccc(Cl)cc1Cl | 10%
O=C(Nc1cccc(I)c1)c1cccs1 | 9%
O=C(Nc1ccc([N+](=O)[O-])cc1)C1CC(=O)N(c2ccc(Cl)cc2)C1 (stereo not drawn) | 0%
CCN(CC)c1ccc2c(C)c([N+](=O)[O-])c(=O)oc2c1 | 21%
Cc1ccc(OCCNC(=O)CCc2ccccc2)cc1 | 0%
COc1cccc(C(=O)NNC(N)=O)c1 | 0%
COc1cccc(OCCCOc2cc(C)c(Br)cc2C)c1 | 17%
O=C1NC(=O)N(c2ccc(Cl)cc2)C(=O)/C1=C/c1ccc(N2CCOCC2)o1 | 16%
Cc1ccc(-c2nc3ccccc3s2)cc1NC(=O)c1sc2ccccc2c1Cl | 5%
CCCCCCCCOc1ccc(/C=C(\C#N)c2nc(-c3ccc(C)cc3C)cs2)cc1 | 9%
COc1ccc(CNC(=O)COc2ccc(OC)cc2)cc1 | 4%
Cc1nc2ccccc2c2c1C(=O)N(c1cccc(C(=O)O)c1)C2=O | 9%

Another view of three compounds above:
canonical_smiles	RNase H inhibition
C=CCOc1c(Br)cc(/C=C2\C(=O)NC(=O)N(c3ccccc3)C2=O)cc1OC	6%
O=C(Nc1cccc(I)c1)c1cccs1	9%
COc1cccc(OCCCOc2cc(C)c(Br)cc2C)c1	17%

(cont.)
SMILES | RNase H inhibition
Cc1ccc(C)c(S(=O)(=O)n2c([N+](=O)[O-])cnc2C)c1 | 5%
O=C(CCc1ccccc1)NCC(=O)N/N=C/c1ccco1 | 3%
COc1cccc(C(=O)N2CCN(Cc3ccccc3C)CC2)c1 | 7%
CNc1ccc([N+](=O)[O-])cc1-n1cnc(-c2ccc([N+](=O)[O-])cc2)c1 | 9%
CCOC(=O)c1sc(NC(=O)c2nn3c(C(F)(F)F)cc(-c4ccco4)nc3c2Cl)c(C(=O)OCC)c1C | 9%
COc1cc(C(=O)N(C)Cc2ccccc2)c([N+](=O)[O-])cc1OC | 1%
CC(Nc1cc(N2CCN(C)CC2)ccc1[N+](=O)[O-])c1ccc(Br)cc1 (stereo not drawn) | 9%
O=C(Cc1ccc(Cl)cc1)c1ccc2c(c1)OCCO2 | 6%
O=C(Nc1cccc(-c2nc3ccccc3s2)c1)c1cc([N+](=O)[O-])ccc1Cl | 9%
CS(=O)(=O)c1ccc2nc(NC(=O)CCCCC(=O)O)sc2c1 | 0%
CC(C)(C)c1ccc(CC2CC2(Cl)Cl)c([N+](=O)[O-])c1 (stereo not drawn) | 11%
CCCCOC(=O)Cn1c(=N)n(CCN2CCOCC2)c2ccccc21 | 0%
COC(=O)c1cc(-c2ccc(OC)cc2)nc2ccc(Br)cc12 | 7%
COc1ccc(C(=O)NC(=S)Nc2c(C)cc(Br)cc2C)cc1 | 16%
COc1ccc(C2CC(=O)C3=C(C2)Nc2ccccc2NC3c2cccc(F)c2)cc1 (stereo not drawn) | 7%
Cc1cc(C)c2nc3s/c(=C/c4cccn4-c4ccc([N+](=O)[O-])cc4)c(=O)n3c2c1 | 32%
Cc1cc(Cl)ccc1NC(=O)c1cccc(I)c1 | 0%
Cc1ccccc1OCCOCCOc1cccc(/C=C2\SC(N)=NC2=O)c1 | 16%
CC(C)Cc1nnc(NC(=O)CCCN2C(=O)/C(=C/c3ccc(Br)cc3)SC2=S)s1 | 18%
COc1ccc(-c2nc3ccccc3o2)cc1NC(=S)NC(=O)c1cccc(Cl)c1 | 2%
COc1cc(CN2CCN(Cc3ccccc3Br)CC2)cc(OC)c1O | 0%
C/C(=N\NC(=O)CNC(=O)c1ccccc1F)c1ccccc1 | 3%
O=C(N=Nc1c(O)[nH]c2ccccc12)c1ccc(O)cc1O | 0%
O=C(N/N=C/c1cc([N+](=O)[O-])ccc1O)c1cc(Br)cc(Br)c1O | 0%
Cc1ccccc1C(=O)Nc1cccc(NC(=O)c2sc3ccccc3c2Cl)c1 | 10%
CCCc1cc(=O)n2[nH]c(Cc3ccccc3)c(-c3cccc4ccccc34)c2n1 | 7%
COC(=O)CN1C(=O)/C(=C/c2ccc(OCc3ccc(Cl)cc3)c(OC)c2)SC1=S | 12%
COc1ccc(OCCCCOc2ccc(C)cc2C)cc1 | 10%

Given with each value named: part of the list above
CCCc1cc(=O)n2[nH]c(Cc3ccccc3)c(-c3cccc4ccccc34)c2n1
  RNase H inhibition: 7%
COC(=O)CN1C(=O)/C(=C/c2ccc(OCc3ccc(Cl)cc3)c(OC)c2)SC1=S
  RNase H inhibition: 12%

These rows are one share of the data, so the mix of outcomes need not match the whole.
